High-throughput results (PubChem)
C2C12 statin: protects C2C12 myotubes from simvastatin toxicity. rescue of ATP level, % at 7.49 µM. 0.78% of 330,000 active. ATP luminescence, 48 h; scaled: DMSO 0, geranylgeraniol control 100;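 active = mean ATP rescue above about 67%, or every replicate alone reaching that limit, limit read from the data, passing the limit was not always enough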;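 also: myotubes were challenged with 10 µM simvastatin during compound exposure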
Xi reactivation: reactivates the inactive X chromosome in mouse fibroblasts. 0.055% of 360,000 active. XiGFP mouse fibroblasts, % GFP-positive cells imaging, 3 d; cells co-treated with 5-aza-dC sensitizer; scaled so ellipticine positive control = 100%. activation, % at 7.58 µM;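 active = mean normalized replicate activation at least 10% and every replicate at or above 10%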;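 also: 0% = median of on-plate neutral control wells and 100% = ellipticine 6 µM median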
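Assay system – SV40-immortalized XiGFP fibroblast cells, line 68-5-11 · Buffer or medium – DMEM supplemented with 5-aza-dC as sensitizing agent · Dosing – one concentration, pinned · Benchmarks – positive control ellipticine, 6 µM final · Times – 3 days compound exposure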
ERAP1 inh: ERAP1 (human) enzyme inhibition; Q9NZ08; recombinant ERAP1, Leu-AMC fluorescence, 60 min; inhibition, % at 10.7 µM; 0.15% of 340,000 active; AID 652197;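 active = mean replicate inhibition of at least 30%, or all replicates individually reaching that 30% level; inactive = mean below 30% and not every replicate reaching it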;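 also: 0% = neutral control wells and 100% = L-leucinethiol positive control wells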
Target sequence (Q9NZ08 whole entry, looked up): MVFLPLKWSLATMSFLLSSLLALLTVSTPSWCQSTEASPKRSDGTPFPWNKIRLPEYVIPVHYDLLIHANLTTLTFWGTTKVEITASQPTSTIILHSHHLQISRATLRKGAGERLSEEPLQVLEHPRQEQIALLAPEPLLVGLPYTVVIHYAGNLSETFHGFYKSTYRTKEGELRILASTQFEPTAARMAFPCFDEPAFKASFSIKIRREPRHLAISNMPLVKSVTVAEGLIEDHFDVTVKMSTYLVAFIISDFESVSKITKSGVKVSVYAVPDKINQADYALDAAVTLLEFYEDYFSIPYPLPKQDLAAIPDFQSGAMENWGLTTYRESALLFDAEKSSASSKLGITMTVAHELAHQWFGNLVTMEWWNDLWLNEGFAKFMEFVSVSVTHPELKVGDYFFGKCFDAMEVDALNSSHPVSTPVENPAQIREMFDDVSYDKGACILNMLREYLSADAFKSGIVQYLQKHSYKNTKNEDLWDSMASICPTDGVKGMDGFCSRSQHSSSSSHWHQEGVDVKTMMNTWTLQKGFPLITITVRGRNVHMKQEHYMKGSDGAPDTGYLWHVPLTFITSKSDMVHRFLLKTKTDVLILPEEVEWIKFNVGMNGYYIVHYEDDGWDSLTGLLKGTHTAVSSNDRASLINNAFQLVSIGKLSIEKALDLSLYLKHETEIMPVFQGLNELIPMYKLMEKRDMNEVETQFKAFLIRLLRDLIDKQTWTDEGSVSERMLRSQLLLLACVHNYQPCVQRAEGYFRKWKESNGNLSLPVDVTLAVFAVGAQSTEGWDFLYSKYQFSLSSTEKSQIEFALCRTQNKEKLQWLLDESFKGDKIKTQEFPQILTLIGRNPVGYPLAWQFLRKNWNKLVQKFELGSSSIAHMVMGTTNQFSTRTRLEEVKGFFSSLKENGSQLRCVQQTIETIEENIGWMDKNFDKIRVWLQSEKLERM
SIRT5 inh: blocks human SIRT5 desuccinylation of peptide | Q9NXA8 | AID 652115 | 1.1% of 330,000 active | Purified SirT5, succinyl-peptide AMC, trypsin-coupled fluorescence | inhibition, % at 15 µM; in the data active = inhibition above about 15%
LGR2 inh: blocks bursicon-induced cAMP signaling via Drosophila LGR2; HEK293 LGR2, CRE-luciferase, bursicon-stimulated, 4 h; inhibition, % at 9.99 µM; 0.35% of 380,000 active;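 active = drop in luminescence signal, shown as inhibition above about 50% in the replicate tests, limit read from the data, passing the limit was not always enough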;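 also: agonist challenge used bursicon conditioned medium at about half maximal strength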
PGC1a acetyl inh: lowers PGC1a acetylation signal in U2OS cells; AlphaScreen anti-acetyl-lysine; with virally co-expressed GCN5 acetyltransferase; 0.17% of 350,000 active; inhibition, % at 15.6 µM;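 active = every replicate shows inhibition of at least 40%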;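 also: 0% = neutral control wells and 100% = positive control wells; some results beyond the cut were filed as inactive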
Cneo AK release: causes C. neoformans cell lysis; adenylate kinase release luminescence, 4 h; normalised: neutral wells 0, clomiphene wells 100; lysis activity, % at 15 µM; 0.2% of 360,000 active;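 active = mean lysis activity across replicates of at least 80%, whatever share of replicates individually reach that level; inactive = mean lysis activity below 80%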
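Assay system: Cryptococcus neoformans yeast cells / Dosing: single-point compound dose / Timing: 4 h at 37 °C static, read 1 h later / Measured by: luminescence of released adenylate kinase using an AK detection reagent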
S100A4 MyoIIA: inhibitors of human S100A4 binding to myosin IIA peptide | P26447 | S100A4/TAMRA-MyoIIA peptide fluorescence polarization | inhibition, % at 10.7 µM | 0.14% of 360,000 active;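 active = mean inhibition of at least 70% across replicates, with every replicate also reaching that level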
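Material: S100A4 monomer protein | Medium: HEPES pH 7.2 with CaCl2, KCl, NaCl, DTT, Triton | Reagent: Labelled myosin peptide probe, 5 nM | Doses: One dose per compound | Times: 5 min incubation before reading | Benchmarks: Neutral control DMSO, positive control TFP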
Starred values were filed as active, the others as inactive; x = not tested or not shown; & = joins results of further samples.

# | Molecule | LGR2 inh | S100A4 MyoIIA | PGC1a acetyl inh | ERAP1 inh | Cneo AK release | C2C12 statin | Xi reactivation | SIRT5 inh
1 | CCc1c(O)nc(SCC(=O)Nc2nc3ccccc3s2)n(-c2ccc(C)cc2)c1=O | -4 | -2 | -1 | 0 | 1 | x | -0.1 | -2
2 | CSc1ccccc1NC(=O)CSCc1nc2sc(C)c(C)c2c(=O)[nH]1 | 2 | 0 | 15 | -4 | -4 | 10 | -0.1 | -1
3 | COc1ccc(NC(=O)CSc2ccc(-c3cccs3)nn2)c(OC)c1 | 1 | -2 | -16 | 2 | x | -2 | -0.2 | 2
4 | Cc1noc(C)c1S(=O)(=O)Nc1ccc2c(c1)CC(=O)N([C@H](C)CO)C[C@H](C)[C@H](CN(C)S(=O)(=O)c1cn(C)cn1)O2 | 19 | -1 | 7 | 1 | -5 | -11 | 0.3 | -2
5 | O=C(C[C@@H]1C[C@H]2c3cc(NC(=O)C4CCC4)ccc3O[C@H]2[C@H](CO)O1)NCc1ccccc1F | 3 | 3 | -9 | 0 | 0 | -1 | 0.0 | -1
6 | CCN(CC(=O)Nc1ccccc1OC)C(=O)CC1CC2CCC1C2 (stereo unspecified) | 5 | -3 | -36 | -2 | 2 | 4 | 0.2 | -2
7 | CC(C)CCNc1nc(N)c([N+](=O)[O-])c(N2CCCCCC2)n1 | 9 | -1 | -23 | -1 | 2 | 25 | 0.0 | -4
8 | Cc1ccc(S(=O)(=O)N[C@@H]2CC[C@H](CCNC(=O)C3CCCCC3)O[C@@H]2CO)cc1 | 4 | 11 | -6 | 0 | 0 | 7 | -0.3 | 3
9 | Nc1nc(CN2CCN(c3ccccc3)CC2)nc(Nc2ccc(Cl)cc2)n1 | -3 | 0 | x | -1 | -2 | -6 | 0.2 | -3
10 | COc1ccc(-c2c(NC(=O)c3ccco3)n(-c3ccc(C)cc3)nc(C)c2=O)cc1 | -3 | -1 | -2 | 0 | -1 | -6 | 0.7 | 2
11 | O=C(c1ccco1)N1CCCC(c2nc3c(nnn3Cc3c(Cl)cccc3Cl)c(=O)[nH]2)C1 (stereo unspecified) | 2 | -9 | 1 | 1 | -2 | 65 | 0.0 | -3
12 | CC1Cc2ccccc2N1C(=O)c1cnc2sccn2c1=O (stereo unspecified) | -20 | 2 | -6 | 1 | 2 | -2 | 0.0 | -2
13 | Cc1ccc(S(=O)(=O)N(C)C)cc1NC(=O)COC(=O)CCC1CCCC1 | 4 | -13 | x | 4 | x | -6 | -0.1 | -7
14 | CN(C[C@H](Cc1ccccc1)N(C[C@H](Cc1ccccc1)N(CC1(c2ccccc2)CC1)N=O)N=O)N=O | 10 | -4 | -3 | -2 | 4 | -4 | 0.3 | 1
15 | O=c1oc2ccccc2c(N2CCC(c3ccccc3)CC2)c1[N+](=O)[O-] | 3 | -1 | x | 0 | x | x | 0.0 | 0
16 | Cc1ccc(C)c(S(=O)(=O)Nc2ccc(O)c3ccccc23)c1 | 6 | -3 | x | -2 | 2 | 4 | 0.3 | -1
17 | CN1CCCCC1CCN1c2ccccc2Sc2ccc(S(C)=O)cc21 (stereo unspecified) | 0 | 0 | -14 | -1 | 2 | -5 | 0.2 | -1
18 | COc1ccc2c3c([nH]c2c1)[C@@H](CO)N(C(=O)Nc1ccccc1F)CC31CN(C(=O)c2ccccc2F)C1 | -6 | 5 | 14 | 0 | x | x | 0.3 | 8
19 | O=C(Nc1cccc(-n2cnnn2)c1)c1ccc(C(F)(F)F)cc1 | 3 | 2 | -3 | 1 | -1 | -11 | 0.2 | -2
20 | COc1ccc(Br)cc1/C=N/NC(=O)c1ccc(OC)c(OC)c1 | -4 | 1 | x | -2 | x | x | 0.1 | 0
21 | CC(=O)c1cccc(NC(=O)C(C)OC(=O)Cc2n[nH]c(=O)c3ccccc23)c1 (stereo unspecified) | -1 | 4 | 2 | -2 | -2 | x | 0.0 | -1
22 | O=C(CCCN1C(=O)/C(=C/c2cccs2)SC1=S)Nc1ccccc1O | 2 | -1 | 3 | -5 | -4 | 19 | 0.0 | 0
23 | C[C@@H]1CN([C@H](C)CO)C(=O)c2cccc(NS(=O)(=O)c3ccccc3)c2O[C@H]1CN(C)C | 6&20 | 5&2 | -4&-4 | 1&-1 | 0&-3 | -8&0 | -1.2&0.2 | -3&-4
24 | COc1cc2nc(CN(C)Cc3nc4ccccc4c(=O)[nH]3)[nH]c(=O)c2cc1OC | 27 | x | 6 | x | -5 | 6 | x | x
25 | Cc1cc(C)c(C)c(S(=O)(=O)N2CCC(C(=O)Nc3ccc(S(=O)(=O)N4CCOCC4)cc3)CC2)c1C | 4 | 8 | -2 | 3 | 2 | 3 | 0.1 | -1
26 | COc1ccc(CC2(CO)CCN(Cc3cnn(-c4ccccc4OC)c3)CC2)cc1 | 5 | 1 | -13 | -3 | 1 | 5 | -0.1 | 1
27 | Nc1ccc(/C=C/C(=O)c2ccco2)cc1 | -92 | -6 | x | 0 | x | x | -0.1 | 2
28 | CC(C)NC(=O)N(C)C[C@@H]1Oc2ccc(NC(=O)Cc3ccccc3)cc2CC(=O)N([C@H](C)CO)C[C@@H]1C | -24 | 7 | 0 | -1 | -5 | -7 | 0.3 | 4
29 | N#C[C@@H]1[C@@H](c2ccccc2C2=CCCCC2)[C@@H](CO)N1C(=O)NC1CCCC1 | 15 | 35 | 2 | 1 | x | x | 0.0 | 5
30 | CCNC(=O)C[C@H]1CC[C@H]2[C@@H](COC[C@@H](O)CN2S(=O)(=O)c2ccc(Oc3ccccc3)cc2)O1 | -4 | -5 | -3 | -3 | 2 | -3 | 0.0 | 0

The final two entries of the part above come first, to join the parts.
# | Molecule | LGR2 inh | S100A4 MyoIIA | PGC1a acetyl inh | ERAP1 inh | Cneo AK release | C2C12 statin | Xi reactivation | SIRT5 inh
29 | N#C[C@@H]1[C@@H](c2ccccc2C2=CCCCC2)[C@@H](CO)N1C(=O)NC1CCCC1 | 15 | 35 | 2 | 1 | x | x | 0.0 | 5
30 | CCNC(=O)C[C@H]1CC[C@H]2[C@@H](COC[C@@H](O)CN2S(=O)(=O)c2ccc(Oc3ccccc3)cc2)O1 | -4 | -5 | -3 | -3 | 2 | -3 | 0.0 | 0
31 | CCN=C(NS(=O)(=O)c1ccc(Br)cc1)c1ccc(Cl)cc1 | -5 | -1 | 3 | -3 | 2 | -3 | 0.4 | 1
32 | Cc1ccc(S(=O)(=O)N[C@@H]2CC[C@@H](CC(=O)N3CCN(c4ccccc4)CC3)O[C@@H]2CO)cc1 | 7 | 6 | -2 | 0 | 4 | -1 | 0.2 | 24*
33 | Cc1cnc(C(=O)OCC(=O)Nc2cccc(S(=O)(=O)N3CCOCC3)c2)cn1 | 13 | 5 | -4 | -6 | -1 | -3 | 0.1 | x
34 | C#CC[N+](C)(C)CCN1C(=O)C2C(c3ccccc3)C=CC(c3ccccc3)C2C1=O (stereo unspecified) | 9 | 3 | 40 | 1 | x | 3 | 0.2 | -2
35 | COCC(=O)Nc1ccc2c(c1)C(=O)N(C)[C@H]1CC[C@@H](CC(=O)O)O[C@H]1CO2 | -16 | x | -1 | x | 1 | 18 | 0.1 | x
36 | COc1ccc(Cl)cc1C(=O)CSc1nnnn1C1CCCC1 | -18 | x | 12 | x | -2 | -12 | x | x
37 | CSc1nc2c(c(=O)n1Cc1ccccc1)SC(C)C2 (stereo unspecified) | -4 | x | 6 | x | -4 | -20 | x | x
38 | CCC(C)c1ccc(NC(=S)N2CCN(S(C)(=O)=O)CC2)cc1 (stereo unspecified) | -5 | -2 | -1 | -2 | -2 | x | 0.0 | -2
39 | CN(C)C(=O)CNc1n[nH]c(=S)[nH]c1=O | -11 | 10 | -2 | 1 | 0 | x | 0.1 | -4
40 | COc1ccc(C2CC(=O)C=C(NNS(=O)(=O)c3ccc(C)cc3)C2)cc1 (stereo unspecified) | -18 | 22 | x | 7 | x | x | 0.2 | x
41 | O=C(CN1C(=O)/C(=C/c2ccc(Cl)cc2)SC1=S)NC1C=CS(=O)(=O)C1 (stereo unspecified) | -6 | 2 | 12 | -2 | -2 | 26 | 0.0 | -5
42 | CC(C)NC(=O)N(C)C[C@H]1Oc2cc(C#Cc3cccc(F)c3)ccc2S(=O)(=O)N([C@@H](C)CO)C[C@H]1C | 21 | -12 | -1 | 1 | -5 | 55 | -1.3 | 10
43 | COCC(=O)Nc1ccc2c(c1)[C@H]1C[C@H](CC(=O)NCc3ccc(-c4ccccc4)cc3)O[C@@H](CO)[C@H]1O2 | 5 | -3 | 0 | -2 | 8 | 8 | 0.1 | 1
44 | CC(=O)Nc1ccc(OCC(=O)NCCc2ccc(Cl)cc2)cc1 | -2 | 5 | 10 | -7 | 0 | 4 | -0.4 | -4
45 | C[C@H](NC(=O)c1ccccc1)C(=O)Nc1nc(-c2ccccn2)cs1 | -13 | 8 | -1 | -7 | x | x | 0.0 | -4
46 | O=C(CSCc1ccc(Br)cc1)NCc1ccccn1 | -1 | 0 | 1 | -3 | 2 | 3 | -0.1 | 2
47 | CC(C(=O)NCc1ccc(F)cc1)c1ccc([N+](=O)[O-])cc1 (stereo unspecified) | 0 | 0 | x | 3 | x | x | 0.0 | 1
48 | C[C@@H]1CN([C@@H](C)CO)C(=O)c2cc(-c3cccc(C#N)c3)cnc2O[C@H]1CN(C)Cc1cncnc1 | -5 | 8 | 6 | 0 | -1 | -2 | 0.0 | -7
49 | O=C(Nc1nccs1)C1CC(=O)N(CCc2ccc(F)cc2)C1 (stereo unspecified) | -14 | -2 | x | -5 | 0 | 2 | 0.0 | 1

An excerpt from above in order of the PGC1a acetyl inh value, falling:
cpd	canonical_smiles	PGC1a acetyl inh
36	COc1ccc(Cl)cc1C(=O)CSc1nnnn1C1CCCC1	12
44	CC(=O)Nc1ccc(OCC(=O)NCCc2ccc(Cl)cc2)cc1	10
31	CCN=C(NS(=O)(=O)c1ccc(Br)cc1)c1ccc(Cl)cc1	3
33	Cc1cnc(C(=O)OCC(=O)Nc2cccc(S(=O)(=O)N3CCOCC3)c2)cn1	-4

Limited to S100A4 MyoIIA (2 entries from above):
item | structure | S100A4 MyoIIA
40 | COc1ccc(C2CC(=O)C=C(NNS(=O)(=O)c3ccc(C)cc3)C2)cc1 (stereo unspecified) | 22
49 | O=C(Nc1nccs1)C1CC(=O)N(CCc2ccc(F)cc2)C1 (stereo unspecified) | -2

A portion of the library; the hit share may differ from the screen's.
